KCNQ1 block: human KCNQ1 channel inhibition; CHO-K1 KCNQ1, FluxOR thallium flux fluorescence; stronger effect = higher value; B-score at 10 µM; 310,000 tested, 1.3% active; AID 2642;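 active = compounds whose thallium flux B-score, printed positive for inhibition, exceeds three library SD while starting fluorescence stays within three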;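 note: channel opened by potassium depolarization with thallium stimulus after 20 min compound exposure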
Target sequence (P51787 whole entry, looked up): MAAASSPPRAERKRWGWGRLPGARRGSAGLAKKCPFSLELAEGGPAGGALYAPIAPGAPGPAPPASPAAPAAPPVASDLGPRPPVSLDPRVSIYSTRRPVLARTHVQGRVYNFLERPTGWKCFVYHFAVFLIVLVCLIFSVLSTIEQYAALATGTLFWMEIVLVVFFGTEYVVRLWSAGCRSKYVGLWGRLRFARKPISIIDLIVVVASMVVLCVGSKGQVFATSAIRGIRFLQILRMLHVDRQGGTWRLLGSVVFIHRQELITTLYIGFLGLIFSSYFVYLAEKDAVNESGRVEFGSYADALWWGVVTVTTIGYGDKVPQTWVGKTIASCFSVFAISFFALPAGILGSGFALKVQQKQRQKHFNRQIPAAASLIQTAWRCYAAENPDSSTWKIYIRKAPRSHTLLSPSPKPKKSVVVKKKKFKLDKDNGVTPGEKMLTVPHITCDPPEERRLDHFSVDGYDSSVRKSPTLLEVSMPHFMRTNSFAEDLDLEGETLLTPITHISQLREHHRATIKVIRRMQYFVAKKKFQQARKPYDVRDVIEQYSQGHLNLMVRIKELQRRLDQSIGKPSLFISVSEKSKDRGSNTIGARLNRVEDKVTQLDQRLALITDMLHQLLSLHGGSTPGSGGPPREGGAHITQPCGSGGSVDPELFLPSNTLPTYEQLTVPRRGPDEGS
SKKanGAS inh: SKKanGAS growth inhibition. S. pyogenes SKKanGAS, kanamycin growth, BacTiter-Glo, 6 h. inhibition, % at 7.5 µM. 300,000 tested, 1.3% active. AID 1662;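 active = mean replicate score, as percent of positive control median, at least 50; inconclusive = mean below 50 but one replicate at or above 50; inactive = mean and every replicate below 50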;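 note: strain carries kanamycin resistance gene driven by streptokinase promoter and grows in 40 µg/ml kanamycin; loss of luminescence reflects streptokinase promoter inhibition or plain growth inhibition; 0% = median of DMSO wells and 100% = positive control at its reference dose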
KCNK9 inh: human KCNK9 channel inhibition. Q9NPC2. HEK293 KCNK9, FluxOR thallium flux fluorescence; stronger effect = lower value. B-score at 10 µM. 310,000 tested, 1.2% active;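 active = ratio B-score over 3 SD below the library mean, with starting fluorescence within 5 SD of its mean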;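 note: negative B-score means less thallium flux so channel inhibition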
KCNQ1 act: potentiators or activators of human KCNQ1 potassium channel. P51787. CHO-K1 KCNQ1, thallium flux FluxOR fluorescence; stronger effect = higher value. B-score at 10 µM. 310,000 tested, 0.35% active. AID 2648;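 active = fluorescence ratio B-score, a plate-corrected score, at least three library SD, with initial intensity B-score within 5 SD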
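Schedule – 37 °C overnight plating, 90-min dark dye load, 20-min compound pretreatment · System – stable KCNQ1 CHO-K1 line · Probe or stimulus – thallium- and potassium-containing depolarizing buffer · Measured by – kinetic FluxOR fluorescence, 10 s baseline plus 110 s post-stimulus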
TMEM16A act: activates or potentiates the mouse TMEM16A chloride channel; HEK293 TMEM16A/YFP-H148Q/I152L, iodide quench fluorescence; stronger effect = lower value; B-score at 10 µM; 340,000 tested, 0.3% active;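 active = fluorescence-ratio B-score plate-corrected deviation score at least 3 library SD below zero, with starting fluorescence score within 5 deviations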;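 note: channel opened by trigger with iodide after compound preincubation; score built on the fluorescence ratio of max minus min over baseline; more negative score means more quench and so TMEM16A activation or potentiation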
RGS4 block: human RGS4 inhibition; B-score at 10 µM; P49798; 310,000 tested, 0.45% active; HEK293 M3R/RGS4 inducible, Fluo-4 calcium flux; stronger effect = higher value; triggered by carbachol at its EC20;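 active = B-score, a plate-corrected calcium signal, over three deviations above library mean, with baseline fluorescence within five deviations of library mean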;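 note: RGS4 expression induced by doxycycline in cells with stable M3 receptor; B-score is computed from the integrated fluorescence ratio over baseline after carbachol; higher B-score means a larger calcium signal and so more RGS4 inhibition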
ANO1 block: mouse TMEM16A channel inhibition, primary screen; Q8BHY3; HEK293 TMEM16A/YFP iodide influx fluorescence, ionomycin; normalized B-score (activity score, 25-100; higher = stronger inhibition) at 10 µM; 310,000 tested, 1.2% active; AID 588511;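 active = ratio plate-corrected score three or more library SD toward inhibition, starting fluorescence score within five deviations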;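 note: score derived from kinetic fluorescence span divided by baseline fluorescence per well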
RGS4 act: RGS4 potentiation or activation. 310,000 tested, 0.92% active. AID 463111. B-score at 10 µM. HEK293 M3R/inducible RGS4, carbachol calcium flux Fluo4; stronger effect = lower value;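 active = B-score of the integrated calcium signal more than 4 SD below the library mean, with starting fluorescence not abnormally high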;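 note: negative B-score means reduced calcium response which marks RGS4 activation or potentiation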
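Also added: carbachol at ECmax as muscarinic agonist stimulus; Assay system: HEK293 cells with stable M3R and inducible RGS4; Timing: overnight RGS4 induction, 30 min dye load 37 °C, 20 min compound RT; Measured by: Fluo4-AM (2 µM) calcium-flux fluorescence, kinetic read.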
KCNK3 inh: human KCNK3 channel inhibition, primary screen; O14649; CHO-KCNK3 thallium flux, FluxOR fluorescence; stronger effect = lower value; B-score at 10 µM; 340,000 tested, 0.84% active;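 active = B-score under library mean minus 4 SD, starting fluorescence ratio at most library mean plus 5 SD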;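 note: more negative B-score means stronger inhibition of thallium flux through KCNK3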
Target sequence (O14649 whole entry, looked up): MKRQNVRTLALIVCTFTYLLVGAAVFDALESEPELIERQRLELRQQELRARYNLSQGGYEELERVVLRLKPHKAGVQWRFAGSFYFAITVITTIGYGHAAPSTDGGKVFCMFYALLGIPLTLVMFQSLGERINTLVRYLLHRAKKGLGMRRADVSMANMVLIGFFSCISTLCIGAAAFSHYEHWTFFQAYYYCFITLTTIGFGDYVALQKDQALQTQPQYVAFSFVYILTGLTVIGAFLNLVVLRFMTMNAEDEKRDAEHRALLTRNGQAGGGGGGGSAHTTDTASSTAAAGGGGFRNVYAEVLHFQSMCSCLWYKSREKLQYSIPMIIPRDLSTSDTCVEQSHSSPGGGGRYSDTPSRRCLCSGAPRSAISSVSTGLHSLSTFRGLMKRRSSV
hERG protect: shields human hERG channel from block by proarrhythmic agents | CHO-hERG, FluxOR thallium flux, dofetilide IC70 present | Q12809 | activation (rescue from dofetilide block), less the hit threshold, % at 10 µM | 310,000 tested, 0.51% active | AID 1511;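 active = activation above the mean of controls blocked by dofetilide plus 5 SD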;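 note: thallium influx through hERG after potassium depolarization seen as dye fluorescence rise; in these data hits start at about 4.7%; inactives centre near -7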
HDAC3 inhib: human HDAC3 inhibition; O15379; recombinant HDAC3, fluorogenic peptide/trypsin coupled, fluorescence; inhibition, % at 8.3 µM; 320,000 tested, 0.15% active; AID 2718; in the data active = inhibition above about 26%, passing the limit was not always enough; inconclusive = no clear call, values can overlap the other calls
* marks the source's active call; other numbers are inactive results; i = inactive; ? = inconclusive; · = no result given.

SMILES	KCNQ1 block	SKKanGAS inh	KCNK9 inh	KCNQ1 act	TMEM16A act	RGS4 block	ANO1 block	RGS4 act	KCNK3 inh	hERG protect	HDAC3 inhib
COc1ccc(N2CC(C(=O)N/N=C/c3cc([N+](=O)[O-])ccc3O)CC2=O)cc1 (configuration not stated)	i	68*	i	i	i	5*	i	i	i	-11	6
O=C(NC1CCC(=O)N(CCOc2ccccc2)CC1)OCc1ccccc1 (configuration not stated)	i	-3	i	i	i	i	i	i	i	-5	2
Cc1nc2ccc(NC(=O)c3cncc(Br)c3)cc2s1	i	-2	i	i	i	i	i	i	i	-7	0
COC(=O)CC1C(=O)NCCN1C(=O)c1c(F)cccc1F (configuration not stated)	i	-9	i	i	i	i	i	i	i	-6	-2
COc1ccc(C(O)c2nccc3cc(OC)c(OC)cc23)cc1OC (configuration not stated)	i	5	i	i	i	i	i	i	i	-11	3
CCC(=O)NCc1nc2ccccc2n1Cc1ccccc1F	i	-2	i	i	i	i	i	i	i	-7	-1
CC(C)Cc1nnc(NC(=O)CCC(=O)NCCc2ccc(Cl)cc2)s1	i	-4	i	i	i	i	i	i	i	1	1
COc1cc2c(cc1OC)C(c1ccc(Cl)cc1)=NCC2	i	6	i	i	i	i	i	i	i	-5	3
CC(C)CC(=O)NNC(=O)c1ccc(Cl)cc1	i	0	i	i	i	i	i	i	i	-13	-4
N#CCC(=N)N1CCN(c2ccccc2Cl)CC1	i	8	i	i	i	i	i	i	i	-2	-1
CCOC(=O)C1(C)NC(c2cccs2)C2C(=O)N(c3ccccc3)C(=O)C21 (configuration not stated)	i	-13	i	i	i	i	i	i	i	-12	1
O=C1C2C3C=CC(C3)C2C(=O)N1c1ccccc1OS(=O)(=O)c1ccccc1 (configuration not stated)	i	-3	i	i	i	i	i	i	i	2	4
CC(C)=CCCC(C)CN1CCC(N2CCC(C(=O)NC(C)C)CC2)CC1 (configuration not stated)	i	-10	i	i	i	i	i	i	i	-6	-1
CCOC(=O)c1cc(CC)sc1NC(=O)C1CC(=O)NN1Cc1ccccc1 (configuration not stated)	i	-8	i	i	i	i	i	i	i	-8	2
CN1C(=O)NC(c2cccc([N+](=O)[O-])c2)C2=C1CC(C)(C)CC2=O (configuration not stated)	i	0	i	i	i	i	i	i	i	-1	3
N#Cc1c(C(F)(F)F)cc(-c2ccc(Cl)cc2)[nH]c1=O	i	34	i	i	i	i	100*	i	i	-3	-88
COc1ccccc1NC(=O)Cc1csc(NC(=O)c2ccccc2)n1	i	-3	i	i	i	i	i	i	i	-6	-2
O=C(Nc1ccccc1)OCCOc1ccc(Br)cc1	i	-4	i	i	i	i	i	i	i	-3	-1
COC(=O)c1ccc(CS(=O)(=O)c2ccc(F)cc2)o1	i	-7	i	i	i	i	i	i	i	-6	4
COc1ccc(C(=O)O)cc1S(=O)(=O)Nc1ccccc1Cc1ccccc1	i	7	i	i	i	i	·	i	i	-7	·
COc1ccc(CC(=O)Nc2cccc(-c3ccc4nnc(C)n4n3)c2)cc1OC	i	-8	i	i	i	i	i	i	i	-15	2
Cc1cccc(C)c1NS(=O)(=O)c1ccc(-c2cnc(C3CC3)o2)cc1	i	12	i	i	i	i	25*	i	i	-12	·
COc1cccc(CNC(=O)CCS(=O)(=O)c2ccc3c(c2)CC(C)N3C(=O)C2CC2)c1 (configuration not stated)	i	-1	i	i	i	i	i	i	i	-7	4
COc1ccccc1NC(=O)C(=O)NCCC1CCCCN1S(=O)(=O)c1ccc(F)cc1 (configuration not stated)	i	16	i	i	i	i	i	i	i	2	·
CCCCN(CC)CCCNC(=O)c1ccc(CS(=O)(=O)c2c(Cl)cccc2Cl)o1	i	0	i	i	i	i	i	i	i	-4	-3
COc1ccc(NC(=O)C2CC(=O)OC2c2ccccc2)cc1 (configuration not stated)	i	-3	i	i	i	i	i	i	i	-7	-3
Cc1noc(C(=O)Nc2cccnc2Cl)c1Cl	i	-1	i	i	i	i	i	i	i	-4	-4
COc1ccc(OC)c(NC(=O)NCCCCc2ccccc2)c1	i	-4	i	i	i	i	i	i	i	-3	-4
CCc1cc(C(=O)O)c(NC(=O)C(c2ccccc2)c2ccccc2)s1	i	8	i	i	i	i	i	i	i	-7	1
Cc1ccc(NC(=O)c2ccccn2)cc1S(=O)(=O)N1CCOCC1	i	-6	i	i	i	i	i	i	i	-11	3
O=C(O)CCC(=O)OC1CC2CCC1C2 (configuration not stated)	i	0	i	i	i	i	i	i	i	-10	-2
Cc1c(NC(=O)COC(=O)Cc2ccc(Cl)cc2)c(=O)n(-c2ccccc2)n1C	i	1	i	i	i	i	i	i	i	-5	-11
Cc1c(Cl)cccc1NC(=O)CCN1CCN(C)CC1	i	10	i	i	i	i	i	i	i	2	-9
Cc1cccc(N(C(=O)Cn2nnc3ccccc32)C(C(=O)NCc2ccco2)c2ccncc2)c1C (configuration not stated)	i	0	i	i	i	i	i	i	i	-10	1
COCCCN(C(=S)NC(=O)c1ccc(C(C)(C)C)cc1)c1c(N)n(Cc2ccccc2)c(=O)[nH]c1=O	i	5	i	i	i	i	i	i	i	-17	4
Clc1ccccc1C1SCC2Nc3ccccc3CN21 (configuration not stated)	i	7	i	i	i	i	i	i	i	-5	1
CCOC(=O)c1cc(S(=O)(=O)NCCc2ccc(OC)c(OC)c2)cn1C	i	-1	i	i	i	i	i	i	i	0	?
O=C(CCCOc1ccc(Cl)cc1Cl)NCc1ccncc1	i	-8	i	i	i	i	i	i	i	-11	-1
Nc1nc(-c2ccc(F)cc2)cc(C(F)(F)F)n1	i	-2	i	i	i	i	i	i	i	-3	0
COc1cc(/C=N/NC(=O)C2CC(=O)N(c3ccc(C)cc3)C2)cc(OC)c1OC (configuration not stated)	i	2	i	i	i	i	i	i	i	-6	2

Some of the entries above in another layout.
Second line of a record: KCNQ1 block	SKKanGAS inh	KCNK9 inh	KCNQ1 act	TMEM16A act	RGS4 block	ANO1 block	RGS4 act	KCNK3 inh	hERG protect	HDAC3 inhib
> Nc1nc(-c2ccc(F)cc2)cc(C(F)(F)F)n1
  i	-2	i	i	i	i	i	i	i	-3	0
> Clc1ccccc1C1SCC2Nc3ccccc3CN21 (configuration not stated)
  i	7	i	i	i	i	i	i	i	-5	1

The listing continues.
SMILES	KCNQ1 block	SKKanGAS inh	KCNK9 inh	KCNQ1 act	TMEM16A act	RGS4 block	ANO1 block	RGS4 act	KCNK3 inh	hERG protect	HDAC3 inhib
N#Cc1ccc(N2Cc3ccccc3/C2=N/C(=O)Nc2ccc(Cl)cc2)cc1	i	10	i	i	i	i	i	i	i	1	4
COCCCNC(=O)c1ccc2c(=O)n(Cc3ccc4c(c3)OCO4)c(=S)[nH]c2c1	i	7	i	i	i	i	i	i	i	-14	-5
Cn1c(CNc2cccc(Cl)c2)nnc1SCC(=O)OC1CCCCC1	i	-9	i	i	i	i	i	i	i	-11	2
COCCn1c(SCC(=O)NC2CCCCC2)nnc1-c1ccncc1	i	-2	i	i	i	i	i	i	i	-4	3
Cc1noc(C)c1CSCC(=O)N1CCN(c2ccc([N+](=O)[O-])cc2)CC1	i	-16	i	i	i	i	25*	i	i	-11	5
CC1CCCCN1S(=O)(=O)c1ccc(C(=O)Nc2ccccc2-c2nc3ccccc3s2)cc1 (configuration not stated)	i	3	i	i	i	i	i	i	i	-5	-6
CN(CC(=O)NCc1ccc(Cl)cc1)S(=O)(=O)c1cccc2cccnc12	i	-6	i	i	i	i	i	i	i	-7	5
CCOC(=O)c1c(C)[n+]([O-])c2ccc3c(non3O)c12	i	-3	i	i	i	i	i	i	i	-8	4
CCc1ccc(NC(=O)CN2C(=O)CSC2=O)cc1	i	0	i	i	i	i	i	i	i	1	0
CC(C)(C)OC(=O)C(C)(C)Sc1nnc(N)s1	i	-1	i	i	i	i	i	i	i	-9	-1
CCOC(=O)C1CCN(C(=O)C2CCN(C(=O)c3ccc([N+](=O)[O-])cc3)CC2)CC1	i	0	i	i	i	i	i	i	i	-5	7
Nc1ccc(Nc2ccncc2[N+](=O)[O-])cc1	i	2	i	i	i	i	i	i	i	2	-2
COc1ccc(CC(CC(=O)O)C(=O)Nc2ccc(OC)cc2)cc1 (configuration not stated)	i	-2	i	i	i	i	i	i	i	-6	2
COC(=O)Cc1c(O)ccn(CCc2ccc(OC)c(OC)c2)c1=O	i	0	i	i	i	i	i	i	i	-8	-3
CCOC(=O)c1ccc(NC(=O)N2CCN(C(=O)c3ccco3)CC2)cc1	i	-3	i	i	i	i	i	i	i	-2	-1
COc1ccc(N=C2SC(CC(=O)Nc3ccccc3)C(=O)N2Cc2ccccn2)cc1 (configuration not stated)	i	2	i	i	-5.8*	i	i	i	i	-9	8
CN(C(=O)CSc1nnc(-c2ccncc2)n1C)C1CCS(=O)(=O)C1 (configuration not stated)	i	0	i	i	i	i	i	i	i	-9	-5
COc1ccc(/C=N/NC(=O)c2cnccn2)cc1O	i	0	i	i	i	i	i	i	i	-1	·
O=C(O)CCn1c(SCc2cccc3ccccc23)nc2ccccc21	i	15	i	i	i	i	i	i	i	-12	-3
CC(C)(C)OC(=O)N1CCC(CC2CC(c3cccc(Br)c3)=NO2)(C(=O)NCC2CCCCC2)CC1 (configuration not stated)	i	27	i	i	i	i	i	i	i	-22	2

Another view of some results above.
| Molecule | KCNQ1 block | SKKanGAS inh | KCNK9 inh | KCNQ1 act | TMEM16A act | RGS4 block | ANO1 block | RGS4 act | KCNK3 inh | hERG protect | HDAC3 inhib |
| --- | --- | --- | --- | --- | --- | --- | --- | --- | --- | --- | --- |
| Cn1c(CNc2cccc(Cl)c2)nnc1SCC(=O)OC1CCCCC1 | i | -9 | i | i | i | i | i | i | i | -11 | 2 |
| COc1ccc(CC(=O)Nc2cccc(-c3ccc4nnc(C)n4n3)c2)cc1OC | i | -8 | i | i | i | i | i | i | i | -15 | 2 |
| CC(C)=CCCC(C)CN1CCC(N2CCC(C(=O)NC(C)C)CC2)CC1 (configuration not stated) | i | -10 | i | i | i | i | i | i | i | -6 | -1 |
| CCOC(=O)C1(C)NC(c2cccs2)C2C(=O)N(c3ccccc3)C(=O)C21 (configuration not stated) | i | -13 | i | i | i | i | i | i | i | -12 | 1 |
